Compound activity (PubChem)
DSG3 Ab inh = inhibitors of pemphigus antibody binding to DSG3, primary screen, biochemical, bead-based, flow cytometry, scFv-GFP; actives 0.48% (n = 310,000); Desmoglein-3 (Homo sapiens), P32926; DSG3-coupled beads, scFv-anti-DSG3-GFP binding; stronger effect = lower value; binding (percent of control), % at 10 µM;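 active = binding more than 3 SD below its plate's average and above zero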;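 also: hits lower antibody fragment binding to DSG3; some compounds called inactive have numbers as strong as hits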
MOR-DOR ag = agonists of OPRM1-OPRD1 heterodimerization, primary screen, cell-based, luminescence. Mu-type opioid receptor (Homo sapiens) + Delta-type opioid receptor (Homo sapiens), …. cells. activation, % at 9.3 µM. actives 0.3% (n = 340,000); in the data active = activation above about 18%;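 also: 0% = vehicle-treated cells and 100% = reference agonist; values of inactives mirror those of a sister screen read the other way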
Target sequence (P35372 whole entry, looked up): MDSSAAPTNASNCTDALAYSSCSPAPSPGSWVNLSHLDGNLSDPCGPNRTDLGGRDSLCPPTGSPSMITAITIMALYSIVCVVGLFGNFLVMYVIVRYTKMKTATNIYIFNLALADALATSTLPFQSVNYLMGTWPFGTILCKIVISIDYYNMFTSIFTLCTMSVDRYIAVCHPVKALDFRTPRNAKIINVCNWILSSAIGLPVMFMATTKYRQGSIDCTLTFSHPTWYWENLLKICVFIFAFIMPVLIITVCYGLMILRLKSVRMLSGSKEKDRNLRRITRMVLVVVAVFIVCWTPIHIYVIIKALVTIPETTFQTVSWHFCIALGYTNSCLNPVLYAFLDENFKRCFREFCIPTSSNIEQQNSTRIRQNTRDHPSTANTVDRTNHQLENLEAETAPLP
Target sequence (P41143 whole entry, looked up): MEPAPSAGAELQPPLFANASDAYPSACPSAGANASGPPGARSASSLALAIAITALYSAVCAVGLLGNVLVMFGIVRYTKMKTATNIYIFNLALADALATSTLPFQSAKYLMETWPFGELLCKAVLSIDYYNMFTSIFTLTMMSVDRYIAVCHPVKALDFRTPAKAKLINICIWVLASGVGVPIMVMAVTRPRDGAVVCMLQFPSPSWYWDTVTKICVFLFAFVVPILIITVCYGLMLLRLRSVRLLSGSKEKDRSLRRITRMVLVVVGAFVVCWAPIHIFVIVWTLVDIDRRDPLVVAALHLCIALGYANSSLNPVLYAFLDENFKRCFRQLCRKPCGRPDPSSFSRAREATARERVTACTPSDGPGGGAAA
HTR5A inv ag = HTR5A inverse agonists in luminescence cell assay, primary screen, counter-screen for OPRM1-OPRD1 heterodimer inverse agonist project, full-deck HTS; HTR5A cell line, inverse agonism; inhibition, % at 9.3 µM; actives 0.083% (n = 340,000); AID 504634, 2011; in the data active = inhibition mostly above about 23%, no sharp cut-off; inactive = mostly below about 18%;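 also: 0% = cells with DMSO and 100% = no-cell wells with DMSO; some compounds called inactive have numbers as strong as hits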
E coli growth = E. coli V3065 growth inhibition, primary screen, counter-screen for AddAB inhibitor project, absorbance, OD600 | actives 0.27% (n = 330,000) | inhibition, % at 11.9 µM | AID 449728, 2010 | 18 h;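 active = inhibition above the campaign's mean inhibition across all tested compounds plus 3 SD, cut at about 9.9% in these data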;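 also: uninfected addAB+ strain grown without phage in ampicillin broth; 0% = DMSO wells and 100% = ciprofloxacin 0.95 µg/ml wells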
AddAB inh = growth inhibition of E. coli expressing H. pylori AddAB, primary screen, AddAB inhibitor project, absorbance; inhibition, % at 11.9 µM; actives 0.29% (n = 330,000); AID 435030, 2010; in the data active = inhibition above about 12%;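 also: 0% = vehicle wells of infected cells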
PKA-R1A activ = activators of PKA-R1A holoenzyme, primary screen, biochemical, fluorescence polarization, Cy5-IP20, bovine R1A, mouse PKAc | AID 504707, 2011 | PKA-R1A dissociation; scaled: DMSO 0%, 113 µM cGMP 100% | actives 0.083% (n = 340,000) | activation, % at 11.4 µM | cAMP-dependent protein kinase type I-alpha regulatory subunit (Bos taurus) + …;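 active = percent activation above the mean of all tested compounds plus 3 SD, cut at about 19% in these data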;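 also: higher means more PKAc released from R1A so a rise in polarization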
MOR-DOR inv ag = inverse agonists of MOR-DOR heterodimerization, primary screen, cell-based, luminescence | actives 0.21% (n = 340,000) | AID 504357, 2011 | cell-based MOR-DOR heterodimer luminescence, inverse agonism | inhibition, % at 9.3 µM; in the data active = inhibition above about 22%, passing the limit was not always enough;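 also: 0% = cells with DMSO and 100% = wells without cells with DMSO; values of inactives mirror those of a sister screen read the other way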
HTR5A ag = HTR5A agonists in luminescence cell assay, primary screen, counter-screen for OPRM1-OPRD1 heterodimer agonist project, full-deck HTS. 5-hydroxytryptamine receptor 5A (Homo sapiens), P47898. cell-based. activation, % at 9.3 µM. actives 0.61% (n = 340,000). AID 504692, 2011; in the data active = activation mostly above about 9.5%, no sharp cut-off; inactive = mostly below about 7.6%;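 also: 0% = cells with vehicle only and 100% = reference agonist; strong numbers were not always called active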
PfHsp90 set2 = growth inhibition of PfHsp90-expressing yeast, primary screen, antimalarial PfHsp90 inhibitor project, S. cerevisiae, BacTiter-Glo luminescence, single point, set 2; actives 0.32% (n = 310,000); inhibition, % at 9.4 µM; BacTiter-Glo ATP, 48 h; yeast lacking PDR1 and PDR3 efflux regulators;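 active = every replicate shows inhibition above about 80%, whatever the replicate mean, limit read from the data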;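 also: 0% = DMSO neutral controls and 100% = 20 µM radicicol positive controls; yeast relying on Plasmodium falciparum Hsp90 in place of its own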
phage Ecoli inh = growth loss of phage-infected E. coli, primary screen, RecBCD inhibitor project, absorbance, with phage, HTS; inhibition, % at 11.9 µM; actives 0.26% (n = 360,000); in the data active = inhibition above about 11%
SUMO Mot1 rescue = yeast Mot1-301 growth rescue at high temperature, primary screen, SUMOylation pathway inhibitor project, S. cerevisiae, ATP luminescence, 38.5C; actives 1% (n = 320,000); growth rescue, % at 18.8 µM; S. cerevisiae Mot1-301 growth rescue; percent above DMSO median, 100 means doubled;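 active = every valid replicate shows activation above 250% relative to neutral control wells; inactive = the rest, any valid replicate at or below 250%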;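 also: OY570 slx delta 5 strain wells were the positive control but not used for scaling; some compounds called inactive have numbers as strong as hits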
An asterisk follows results filed as active. Rows were taken by chance (roughly 3.2% active in at least one column).

`CC(=O)C1C(c2ccc(F)cc2)C2C(C)=NN=C2CC1(C)O` (centres undefined) gave DSG3 Ab inh 88, MOR-DOR ag -3.5, HTR5A inv ag -3, E coli growth 0.9, AddAB inh 4.5, PKA-R1A activ -3, MOR-DOR inv ag 16, HTR5A ag 0, PfHsp90 set2 3, phage Ecoli inh 4.6 and SUMO Mot1 rescue 6.
For Nc1ccc2c(c1)OC1(CCCC1)O2 the results were DSG3 Ab inh 109, MOR-DOR ag -1.4, HTR5A inv ag 8, E coli growth -2.4, AddAB inh -0.4, PKA-R1A activ -4, MOR-DOR inv ag 7, HTR5A ag -2, phage Ecoli inh -0.5 and SUMO Mot1 rescue -3.
Screening Cc1nnc(SCC(=O)NC(C)(C)C)n1CCc1ccccc1 returned DSG3 Ab inh 98, MOR-DOR ag -0.4, HTR5A inv ag -11, E coli growth 0.8, AddAB inh 1.0, PKA-R1A activ 2, MOR-DOR inv ag 2, HTR5A ag 0, PfHsp90 set2 0, phage Ecoli inh -0.2 and SUMO Mot1 rescue -11.
CCOC(=O)C1=C(C)N(CCCCCC(=O)O)C(=O)NC1c1cccc([N+](=O)[O-])c1 (centres undefined) was read as DSG3 Ab inh 105, MOR-DOR ag -0.3, HTR5A inv ag -2, E coli growth 0.7, AddAB inh 2.5, PKA-R1A activ 3, MOR-DOR inv ag 2, HTR5A ag 1, PfHsp90 set2 16, phage Ecoli inh 1.1 and SUMO Mot1 rescue 0.
Screening CCc1ccc2[nH]cc(S(=O)(=O)c3ccc(C)c(C)c3)c(=O)c2c1 returned DSG3 Ab inh 97, MOR-DOR ag -2.4, HTR5A inv ag 6, E coli growth -0.5, AddAB inh -0.3, PKA-R1A activ -10, MOR-DOR inv ag 11, HTR5A ag -2, PfHsp90 set2 7, phage Ecoli inh -0.2 and SUMO Mot1 rescue -7.
For COc1ccc(NC(=O)CCN2CCN(S(=O)(=O)c3ccc(OC)cc3)CC2)cc1 the results were DSG3 Ab inh 102, MOR-DOR ag -0.8, HTR5A inv ag 7, E coli growth 0.8, AddAB inh 0.8, PKA-R1A activ 6, MOR-DOR inv ag 4, HTR5A ag -3, PfHsp90 set2 -8, phage Ecoli inh 1.1 and SUMO Mot1 rescue -3.
Screening Cc1cccc(C(C)C)c1NC(=O)CN1C(=O)NC(Cc2ccccc2)C1=O (centres undefined) returned MOR-DOR ag -2.8, HTR5A inv ag 2, E coli growth -1.6, AddAB inh 0.9, PKA-R1A activ -1, MOR-DOR inv ag 14, HTR5A ag -1, PfHsp90 set2 -45, phage Ecoli inh 2.3 and SUMO Mot1 rescue -6.
For Cc1ccc(OCC(=O)OC(C)CN2CCCCC2)cc1 (centres undefined) the results were DSG3 Ab inh 112, MOR-DOR ag -0.7, HTR5A inv ag 2, E coli growth 0.9, AddAB inh 3.0, PKA-R1A activ -3, MOR-DOR inv ag 3, HTR5A ag -1, PfHsp90 set2 13, phage Ecoli inh -3.5 and SUMO Mot1 rescue 20.
CC1(C)CC(=O)C(C(O)c2ccc([N+](=O)[O-])cc2)C(C)(C)N1 (centres undefined) was read as DSG3 Ab inh 99, MOR-DOR ag -1.7, HTR5A inv ag -10, E coli growth 0.3, AddAB inh -2.2, PKA-R1A activ -8, MOR-DOR inv ag 7, HTR5A ag 3, PfHsp90 set2 -7, phage Ecoli inh 0.7 and SUMO Mot1 rescue -7.
Screening CC(C)(Oc1ccc(Cl)cc1)C(=O)OCC(=O)NCCc1ccc(S(N)(=O)=O)cc1 returned DSG3 Ab inh 101, MOR-DOR ag 0.9, HTR5A inv ag -1, PKA-R1A activ -2, MOR-DOR inv ag -5, HTR5A ag -2, PfHsp90 set2 0 and phage Ecoli inh 0.5.
O=C1NC(c2ccccc2)=C(c2ccc3ccccc3n2)C(c2ccncc2)N1 (centres undefined) was read as DSG3 Ab inh 99, MOR-DOR ag 0.8, HTR5A inv ag 2, E coli growth 2.0, AddAB inh 0.9, PKA-R1A activ 0, MOR-DOR inv ag -5, HTR5A ag -1, PfHsp90 set2 -8, phage Ecoli inh -0.1 and SUMO Mot1 rescue 3.
For Cc1cc(NCc2ccccn2)n2c(nc3ccccc32)c1C#N the results were DSG3 Ab inh 103, MOR-DOR ag -0.9, HTR5A inv ag -3, PKA-R1A activ -5, MOR-DOR inv ag 4, HTR5A ag 2, PfHsp90 set2 -42 and phage Ecoli inh 2.0.
For O=c1cc(-c2ccccc2)oc2cccc(O)c12 the results were DSG3 Ab inh 103, MOR-DOR ag 4.6, HTR5A inv ag -7, PKA-R1A activ -5, MOR-DOR inv ag -23, HTR5A ag 10, PfHsp90 set2 -9 and phage Ecoli inh 0.1.
Screening COc1cnc(N(C)C)nc1Sc1cccc(Cl)c1 returned DSG3 Ab inh 112, MOR-DOR ag 2.1, HTR5A inv ag -11, E coli growth 1.6, AddAB inh 4.0, PKA-R1A activ 2, MOR-DOR inv ag -12, HTR5A ag 1, PfHsp90 set2 -22, phage Ecoli inh 3.7 and SUMO Mot1 rescue 3.
For COc1ccc(-n2c(COc3cccc(C)c3)nnc2SCC(=O)NCc2ccco2)cc1 the results were DSG3 Ab inh 97, MOR-DOR ag -0.8, HTR5A inv ag -31, E coli growth 0.7, AddAB inh -4.5, PKA-R1A activ -4, MOR-DOR inv ag 4, HTR5A ag -2, PfHsp90 set2 4, phage Ecoli inh 0.6 and SUMO Mot1 rescue -7.
`O=C(COC(=O)Cc1ccsc1)Nc1ccc(Cl)cc1F` gave MOR-DOR ag -1.2, HTR5A inv ag 2, E coli growth -1.2, AddAB inh 0.7, PKA-R1A activ 6, MOR-DOR inv ag 6, HTR5A ag 0, PfHsp90 set2 8, phage Ecoli inh 4.3 and SUMO Mot1 rescue 13.
`O=C(CN1CCCSc2ccccc21)N1CCN(S(=O)(=O)c2cccc(F)c2)CC1` gave DSG3 Ab inh 103, MOR-DOR ag -2.1, HTR5A inv ag -7, E coli growth -0.6, AddAB inh -1.1, PKA-R1A activ 2, MOR-DOR inv ag 9, HTR5A ag 3, PfHsp90 set2 -1 and phage Ecoli inh 6.0.
`O=C1CN(C(=O)COC(=O)c2ccccc2Br)c2ccccc2N1` gave MOR-DOR ag -3.0, HTR5A inv ag -5, E coli growth -1.4, AddAB inh 1.3, PKA-R1A activ 0, MOR-DOR inv ag 12, HTR5A ag 2, PfHsp90 set2 2, phage Ecoli inh -1.6 and SUMO Mot1 rescue -3.
For COc1ccc(COC(=O)Nc2cn(C)nc2C(F)(F)F)cc1 the results were DSG3 Ab inh 94, MOR-DOR ag -3.9, HTR5A inv ag -44, E coli growth 0.5, AddAB inh 1.9, PKA-R1A activ -3, MOR-DOR inv ag 19, HTR5A ag -1, PfHsp90 set2 19, phage Ecoli inh 2.0 and SUMO Mot1 rescue 5.
`CCOC(=O)c1ccc(NC(=O)c2ccccc2N(C)S(=O)(=O)c2ccccc2)cc1` gave DSG3 Ab inh 112, MOR-DOR ag 0.9, HTR5A inv ag -11, E coli growth 1.4, AddAB inh 0.9, PKA-R1A activ 9, MOR-DOR inv ag -5, HTR5A ag 4, PfHsp90 set2 -23, phage Ecoli inh 3.3 and SUMO Mot1 rescue 5.
For CS(=O)(=O)N1CCC(C(=O)N2CCc3ccccc3C2)CC1 the results were DSG3 Ab inh 100, MOR-DOR ag -0.8, HTR5A inv ag -26, E coli growth -0.1, AddAB inh 1.8, PKA-R1A activ -9, MOR-DOR inv ag 5, HTR5A ag 10, PfHsp90 set2 -31, phage Ecoli inh 1.6 and SUMO Mot1 rescue -13.
Screening C#CCOCCOCCOCCNc1nc(N2CCN(C(=O)Cn3cc(CCO)nn3)CC2)nc(N2CCN(C(=O)[C@H](C)n3cc(CCCN=C(N)N)nn3)CC2)n1 returned DSG3 Ab inh 105, MOR-DOR ag -2.0, HTR5A inv ag 10, PKA-R1A activ 2, MOR-DOR inv ag 11, HTR5A ag -4, PfHsp90 set2 2 and phage Ecoli inh -0.6.
CCN1CCN(S(=O)(=O)c2ccc(Cl)c(C(=O)N(C)CC(=O)Nc3c(C)cccc3C)c2)CC1 was read as DSG3 Ab inh 110, MOR-DOR ag -2.4, HTR5A inv ag -9, PKA-R1A activ -4, MOR-DOR inv ag 9, HTR5A ag 0, PfHsp90 set2 -2 and phage Ecoli inh 3.1.
`CCC1(C)Cc2ccccc2-c2nc(NN)[nH]c(=O)c21` (centres undefined) gave DSG3 Ab inh 87, MOR-DOR ag -2.6, HTR5A inv ag -30, E coli growth -7.0, AddAB inh -3.9, PKA-R1A activ -5, MOR-DOR inv ag 14, HTR5A ag 8, PfHsp90 set2 -4, phage Ecoli inh 1.2 and SUMO Mot1 rescue 8.
For O=C(Cn1[nH]c(=O)c2ccccc2c1=O)Nc1ccc(-c2nnc3n2CCCCC3)cc1 the results were DSG3 Ab inh 102, MOR-DOR ag -2.6, HTR5A inv ag 12, E coli growth 1.3, AddAB inh 0.7, PKA-R1A activ -15, MOR-DOR inv ag 11, HTR5A ag 4, PfHsp90 set2 -13, phage Ecoli inh 1.3 and SUMO Mot1 rescue 2.
For CC1(C)CC(=O)N(Cc2ccccc2)C(=O)C1 the results were DSG3 Ab inh 106, MOR-DOR ag 2.6, HTR5A inv ag 18, E coli growth 0.5, AddAB inh 0.8, PKA-R1A activ -8, MOR-DOR inv ag -18, HTR5A ag -1, PfHsp90 set2 -21, phage Ecoli inh 3.4 and SUMO Mot1 rescue 5.
Screening CCN(C[C@H]1N[C@@](CC)(C(=O)OC)[C@H]2C(=O)N(C)C(=O)[C@@H]12)C(=O)Nc1ccc(F)cc1 returned DSG3 Ab inh 104, MOR-DOR ag -3.2, HTR5A inv ag 4, E coli growth -1.4, AddAB inh 2.5, PKA-R1A activ -8, MOR-DOR inv ag 15, HTR5A ag -1, PfHsp90 set2 14, phage Ecoli inh 2.6 and SUMO Mot1 rescue 16.
